MsrA inh – bovine MsrA inhibition | purified bovine MsrA, absorbance read-out | inhibition, % at 15.5 µM | 360,000 tested, 0.75% active; in the data active = inhibition above about 4.5%;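 also: 0% = vehicle wells with enzyme and 100% = reference inhibitor wells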
CSN deneddyl inh – blocks human CSN-mediated cullin deneddylation; Q92905; Purified CSN, SCF-Nedd8-OG deneddylation, fluorescence polarization; inhibition, % at 12.5 µM; 360,000 tested, 0.38% active; AID 651999;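 active = pattern-corrected inhibition above about 35%, with an unprinted fluorescence ratio check between 0.5 and 1.5, limit read from the data, passing the limit was not always enough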;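 also: 0% = enzyme with substrate and 100% = substrate without enzyme; some results filed as inactive read as strong as hits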
Target sequence (Q92905 whole entry, looked up, one chain of several): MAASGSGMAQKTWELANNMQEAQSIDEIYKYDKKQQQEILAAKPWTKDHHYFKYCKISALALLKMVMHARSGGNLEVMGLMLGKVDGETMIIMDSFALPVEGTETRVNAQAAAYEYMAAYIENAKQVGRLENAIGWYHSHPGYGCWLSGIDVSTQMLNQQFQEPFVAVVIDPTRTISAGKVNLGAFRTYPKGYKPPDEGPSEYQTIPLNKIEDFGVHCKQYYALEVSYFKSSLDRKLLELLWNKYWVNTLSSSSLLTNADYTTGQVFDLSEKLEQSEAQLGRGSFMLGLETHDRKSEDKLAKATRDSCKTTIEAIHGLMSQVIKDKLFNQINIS
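Assay system: purified human Csn5 enzyme expressed in HEK293T cells; Input: 0.24 nM Csn5 enzyme, final concentration; Reagent: 10 nM SCFSkp2-Nedd8OG; Compound dosing: 12.5 µM single point; Times: reaction 90 min, room temperature; Technique: fluorescence polarization readout.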
E coli Lon inh – inhibitors of E. coli Lon protease; P0A9M0; purified E. coli Lon protease, fluorescence polarization; inhibition, % at 7.94 µM; 360,000 tested, 0.42% active; in the data active = inhibition above about 13%, passing the limit was not always enough;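 also: 0% = enzyme with probe and DMSO and 100% = no enzyme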
MLLE-PAM2 inh – inhibitors of microRNA-mediated deadenylation, human PABP1 MLLE binding. P11940. GST-MLLE / FITC-PAM2 fluorescence polarization. AID 588489. inhibition, % at 20 µM. 360,000 tested, 0.36% active; in the data active = inhibition above about 35%, passing the limit was not always enough;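 also: plate controls were DMSO wells with GST-MLLE for no effect and wells lacking GST-MLLE protein for full effect; some results filed as inactive read as strong as hits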
Target sequence (P11940 whole entry, looked up): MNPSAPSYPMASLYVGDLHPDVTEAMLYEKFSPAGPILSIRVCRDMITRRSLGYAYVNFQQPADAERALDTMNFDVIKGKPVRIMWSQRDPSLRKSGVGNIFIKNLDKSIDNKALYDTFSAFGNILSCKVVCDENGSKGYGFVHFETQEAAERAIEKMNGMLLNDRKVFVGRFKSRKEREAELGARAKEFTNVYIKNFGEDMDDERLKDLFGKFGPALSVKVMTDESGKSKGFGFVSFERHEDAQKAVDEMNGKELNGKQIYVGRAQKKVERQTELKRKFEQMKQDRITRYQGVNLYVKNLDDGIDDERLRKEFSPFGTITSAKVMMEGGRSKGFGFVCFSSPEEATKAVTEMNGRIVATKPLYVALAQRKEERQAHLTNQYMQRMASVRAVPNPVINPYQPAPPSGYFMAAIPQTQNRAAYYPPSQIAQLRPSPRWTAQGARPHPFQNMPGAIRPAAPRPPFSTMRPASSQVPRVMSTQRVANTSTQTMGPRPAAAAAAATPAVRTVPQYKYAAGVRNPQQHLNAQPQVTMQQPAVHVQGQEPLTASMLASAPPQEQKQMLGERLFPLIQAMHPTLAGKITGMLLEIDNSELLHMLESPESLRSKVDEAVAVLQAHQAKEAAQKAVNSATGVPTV
bovine MsrA act – bovine methionine sulfoxide reductase A activation | purified bovine MsrA, absorbance read-out | activation, % at 10.6 µM | 360,000 tested, 0.3% active | AID 602163; in the data active = activation above about 7.5%;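 also: 0% = vehicle and 100% = reference activator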
Rin1 Abl inh – inhibitors of human Rin1-Abl protein interaction. AID 588664. inhibition, % at 7.35 µM. 360,000 tested, 0.4% active. P00519+Q13671. TR-FRET Rin1/Abl binding, biochemical; in the data active = inhibition above about 5%, passing the limit was not always enough
MT1-MMP act inh – blocks activation of human MT1-MMP; GFP/RFP ratio change, % at 20 µM; HT1080 RFP-PRO-GFP cells, GFP/RFP ratio fluorescence, overnight; percent of plate control window, DMSO zero; P50281; 360,000 tested, 0.061% active;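 active = GFP/RFP ratio change of at least 30% with cell ATP level not reduced by more than half and red fluorescence within 50% of control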; also: strong numbers were not always called active
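Test system: HT1080 RFP-PRO-GFP cells; Benchmarks: DMSO and RFP-L50D-GFP cell wells; Timing: cells overnight before dosing, compound overnight, 37 °C, 5% CO2; Compound: one 20 µM compound dose with 1% DMSO; Read-out: GFP/RFP fluorescence ratio.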
Rpn11 inh – inhibitors of human proteasome Rpn11. human 26S proteasome, Ub4-pepOG fluorescence polarization; 20S core pre-blocked with epoxomicin. calls only at 20 µM. 360,000 tested, 0.59% active;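 active = inhibition at 20 µM, scaled to each plate's controls, above about 33%, limit read from the data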
FAS TE block – FAS thioesterase (human) inhibition | recombinant FAS-TE, OMFH fluorogenic substrate, fluorescence endpoint | inhibition, % at 15 µM | P49327 | 360,000 tested, 0.67% active;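 active = compounds whose normalised, plate-corrected inhibition of enzyme fluorescence in the single-dose primary screen is 50% or more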;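 also: 0% = DMSO with enzyme and 100% = substrate without enzyme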
* marks the source's active call; other numbers are inactive results; i = inactive; x = not tested or not shown.

SMILES	MsrA inh	CSN deneddyl inh	E coli Lon inh	MLLE-PAM2 inh	bovine MsrA act	Rin1 Abl inh	MT1-MMP act inh	Rpn11 inh	FAS TE block
Cc1nc2ccccc2n1C1CCN(CC(=O)NCc2ccc(F)cc2)CC1	-0.6	-2	-6	-2	0	-4	-1	i	-2
Cc1cccc(C(C)C)c1NC(=O)c1ccc(OCC2CCCO2)cc1 (configuration not stated)	1.9	2	3	1	-4	3	0	i	-5
CCC(Sc1ncccc1C(=O)O)C(=O)N1CCOCC1 (configuration not stated)	0.2	-2	1	11	-2	-1	3	i	-8
O=C(N1CCCCC1)C1(c2ccccc2)CCCCC1	0.4	37*	0	3	-3	-1	-3	i	5
OC(COC(c1ccc(F)cc1)c1ccc(F)cc1)CN1CCCC(C(F)(F)F)C1 (configuration not stated)	-1.3	6	-3	3	1	2	6	i	11
Cc1ccc(C2CC2C(=O)NNC(=S)Nc2cccc(C)c2)cc1 (configuration not stated)	-0.7	-2	-8	19	4	4	-3	i	0
CC(C)c1ccc(NC(=O)Cn2ncn3c(cc4ccccc43)c2=O)cc1	-0.9	-3	-1	-17	-1	3	-1	i	4
COC(=O)c1cc(OC)c(OC)cc1NC(=O)c1cc(C(C)(C)C)oc1C	-1.1	-6	0	1	-4	-1	0	i	4
Cc1cn2c(N)c(C=C3C=C(Cl)C(=O)C(Cl)=C3)c(=O)nc2s1	4.5	62	-141	-121	-4	3	-135	x	-11
O=C(O)c1cc(N2C(=O)C3CC=CCC3C2=O)ccc1NCc1cccnc1 (configuration not stated)	0.8	-1	-9	7	-5	1	0	i	-9
COc1cc(NC(=O)CC(C)S(=O)(=O)c2cc3c(cc2C)NC(=O)CO3)cc(OC)c1OC (configuration not stated)	2.1	2	-11	2	-5	2	-2	i	-6
Cc1ccc(NC(=O)CSc2nc3ccccc3c3nc(CCn4cncc4C)nn23)c(C)c1	-0.8	28	-2	-16	-2	3	0	i	-75
COc1ccccc1CC(=O)N(Cc1ccccc1)c1cccc(C)c1	1.4	-1	-23	4	-7	2	-4	i	17
COc1ccc(C(=O)Nc2ccc(S(=O)(=O)Nc3onc(C)c3C)cc2)c(OC)c1	0.7	-6	-9	4	-9	2	5	i	-6
COc1ccc2[nH]c3c(=O)n(Cc4ccncc4)cnc3c2c1	1.2	-9	2	-4	-2	-1	7	i	1
COc1ccc(OC)c(/C=C2\SC(=S)N(Cc3cccnc3)C2=O)c1	1.3	51	-42	-40	-4	-1	-84	i	-14
O=c1cc(N2CCc3ccccc32)[nH]c(=O)n1-c1ccccc1	-0.5	2	2	16	-3	1	0	i	-5
C=CCN(C(=O)CSc1nc2c(sc3ccccc32)c(=O)n1CCN(CC)CC)c1ccccc1	-0.5	-3	-10	37	-1	-9	-1	i	18
COc1ccc(CCc2nnc(CCC(=O)N(C)Cc3ccnc4ccccc34)o2)cc1	-0.4	1	-1	-3	-4	-1	-8	i	-7
CC(C)OCC(O)CCc1n[nH]c(=S)n1-c1ccccc1 (configuration not stated)	-0.6	0	0	-6	-1	0	-1	i	-10
CCc1ncc(CN2CCCC(C(=O)Nc3cccc(-c4cccc(C)c4)c3)C2)cn1 (configuration not stated)	-0.4	-2	2	-3	0	4	6	i	9
CCN(CC(=O)Nc1ccc(C)c(F)c1)CC(=O)NC(C)(C)C	-0.8	4	-3	2	-1	-2	1	i	-11
O=C(N/N=C\c1ccccc1)c1ccccc1-n1cccc1	1.1	-5	-8	2	-7	-1	-7	i	-6
CCN(c1ccccc1)S(=O)(=O)c1cccc(C(=O)Nc2cccc(C)n2)c1	-0.3	0	8	-6	1	0	2	i	14
Cn1cccc1CC(=O)NNC(=S)Nc1ccc(Cl)cc1	0.1	5	0	15	-5	-3	2	i	-6
Cc1ccc(C)c(NCC(O)c2ccccc2)c1 (configuration not stated)	-1.0	0	2	0	-3	2	0	i	2
COCCN(C(=S)Nc1c(C)cc(C)cc1C)C(C)c1cccs1 (configuration not stated)	-0.2	3	1	14	0	0	-2	i	20
Nc1c(NCc2ccccc2)c(=O)c1=O	-0.8	-6	1	0	-5	-1	1	i	-6
O=[N+]([O-])c1cccc(C(=S)N2CCN(c3ccc(F)cc3)CC2)c1	1.0	-6	56*	76*	-13	6	6	i	18
CCOc1ccc(/C(O)=C/C(=O)C(=O)Nc2ccc(S(=O)(=O)NC(C)=O)cc2)cc1	3.2	-13	-3	7	-10	-1	-1	i	-11
COc1ccc(Cl)cc1S(=O)(=O)NC(C)C(=O)NCCCn1ccnc1 (configuration not stated)	-0.6	1	-2	5	-4	1	-3	i	-11
Cc1ccc(CSCC(=O)N(C)CC(=O)Nc2ccc(Br)cc2C)cc1	0.8	-1	6	-53	-2	-1	-1	i	1
COc1ccc(/C=C(\C#N)C(=O)N2COCC2(C)C)cc1	5.1*	-4	0	18	-2	2	3	i	-4
COc1cc(/C=N/NC(=O)c2cc(-c3ccccc3)nc3ccccc23)ccc1O	5.0*	-3	7	7	-3	2	3	i	10
N#Cc1ccc(S(=O)(=O)N2CCCCC2c2cc(C(=O)NCc3ccccc3)no2)cc1 (configuration not stated)	-0.7	-1	-9	0	-1	2	3	i	-54
CCCCCCC1C(C#N)=C(N)OC2=C1C(=O)CC(C)(C)C2 (configuration not stated)	0.5	0	-10	1	0	1	-2	i	3
COc1cc(C2Nc3ccc4ccccc4c3C3=C2C(=O)CC(C)(C)C3)ccc1OC(C)C(=O)O (configuration not stated)	2.4	0	-7	9	-4	1	-6	i	0
CCN(CC)S(=O)(=O)c1ccc(-c2cn3cc(Cl)ccc3n2)cc1	0.3	1	-9	1	-2	0	-2	i	1
O=C(CSc1ccccc1)NCCCN1CCOCC1	0.5	-4	-4	14	-6	1	-2	i	-8
Cc1cccc(C(=O)OCC(=O)NCC2CCCO2)c1O (configuration not stated)	0.3	-9	-2	-17	-11	5	-4	i	-12
Cc1ccc(S(=O)(=O)N2CCOCC2)cc1NC(=O)CSc1ccc(Cl)cc1	-0.1	6	-11	4	-3	-1	-2	i	7
COC(=O)CNC(=O)c1ccccc1[N+](=O)[O-]	-0.7	-1	7	-1	-1	1	0	i	-6
COc1ccc(S(=O)(=O)N(C)C)cc1NC(=O)C1CCN(c2ncnc3sc(C)c(C)c23)CC1	-1.4	-2	16	-6	-2	-4	-1	i	38
COc1cccc(C2=NN(C(C)=O)C(c3cccs3)C2)c1 (configuration not stated)	-0.7	2	4	7	-2	1	0	i	-1
Cn1ncc2c(NCCO)nc(Cl)nc21	-1.7	-2	3	6	-1	0	0	i	-5
Cc1c(NS(=O)(=O)c2cc(C(=O)OCC(=O)c3ccccc3F)ccc2Cl)c(=O)n(-c2ccccc2)n1C	0.2	3	-4	18	-4	-2	0	i	14
CC(=O)N1CCc2cc(S(=O)(=O)CCC(=O)NCCc3ccc(C)cc3)ccc21	0.7	1	1	-4	0	-1	3	i	-3
Cc1ccc(N2CC(C(=O)Nc3nccs3)CC2=O)cc1 (configuration not stated)	1.9	3	-5	-14	-6	3	0	i	-8
CC(C)Cn1c(-c2nn(C)cc2Cl)n[nH]c1=S	-0.2	3	9	-7	6	-6	4	i	-10
COc1ccc(NS(=O)(=O)NC(=O)c2cn(C)c3ccccc23)cc1	-0.4	4	2	-14	-1	3	4	i	-4
CC(CNC(=O)CCCn1ncn2c(cc3occc32)c1=O)c1ccccc1 (configuration not stated)	-0.3	0	10	15	-8	3	2	i	-6
COc1ccc(CCN2CC(C(=O)OCC(=O)NC(C)c3cccc(Cl)c3)CC2=O)cc1OC (configuration not stated)	-0.8	1	8	-44	-3	4	9	i	-10
COc1ccc(/C=C2\SC(=Nc3ccccc3OC)NC2=O)cc1	1.8	8	-1	-9	-3	-3	-10	i	8
CCOC(=O)C1CCCN(C(=O)COC(=O)C2=COCCO2)C1 (configuration not stated)	-0.4	2	1	12	6	2	3	i	-3
O=C(Nc1ccccc1)OCC1CCCN2CCCCC12 (configuration not stated)	0.5	2	-15	5	-4	-4	-2	i	-4
COc1ccc(C)cc1NC(=O)Nc1ccncc1	0.3	0	-9	-19	-2	-1	3	i	-2
Cc1ccc(C2=N/C(=C/N3CCOCC3)C(=O)O2)cc1	6.5*	1	-4	5	-5	-3	-1	i	-4
Cc1cc(NC(=O)CSc2nc3c(c(=O)n(C)c(=O)n3C)n2C(C)C)no1	0.9	-3	1	3	-2	-2	3	i	-2
COc1cccc(CN2CCN(c3ncccn3)CC2)c1	1.3	2	-1	-6	-2	-4	7	i	-7
Cc1ccc(S(=O)(=O)Oc2ccc(/C=N/N=C3/NC(=O)C(CC(=O)O)S3)cc2)cc1 (configuration not stated)	4.0	-3	0	-54	-4	-2	2	i	4

Reformatted: five of the compounds above.
Values run as follows: MsrA inh, CSN deneddyl inh, E coli Lon inh, MLLE-PAM2 inh, bovine MsrA act, Rin1 Abl inh, MT1-MMP act inh, Rpn11 inh, FAS TE block
COc1ccc(C)cc1NC(=O)Nc1ccncc1
    0.3, 0, -9, -19, -2, -1, 3, i, -2
Cc1ccc(C2=N/C(=C/N3CCOCC3)C(=O)O2)cc1
    6.5*, 1, -4, 5, -5, -3, -1, i, -4
Cc1cc(NC(=O)CSc2nc3c(c(=O)n(C)c(=O)n3C)n2C(C)C)no1
    0.9, -3, 1, 3, -2, -2, 3, i, -2
COc1cccc(CN2CCN(c3ncccn3)CC2)c1
    1.3, 2, -1, -6, -2, -4, 7, i, -7
Cc1ccc(S(=O)(=O)Oc2ccc(/C=N/N=C3/NC(=O)C(CC(=O)O)S3)cc2)cc1 (configuration not stated)
    4.0, -3, 0, -54, -4, -2, 2, i, 4

Next results
SMILES	MsrA inh	CSN deneddyl inh	E coli Lon inh	MLLE-PAM2 inh	bovine MsrA act	Rin1 Abl inh	MT1-MMP act inh	Rpn11 inh	FAS TE block
COc1ccccc1OCC(=O)Nc1ccc(N2CCOCC2)cc1N1CCOCC1	0.0	-4	-5	-7	-2	2	-1	i	-1
COc1ccccc1N1CCN(C(=O)c2ccc3c(=O)n(Cc4ccco4)c(=S)[nH]c3c2)CC1	2.1	7	-2	-42	-1	-3	3	i	2
COc1ccc2c(c1OC)C(=O)OC2N1C(=O)CC[C@H]1C(=O)NCC1CCCO1 (some centres not stated)	0.9	3	0	-14	-2	-1	1	i	-6
Cn1nccc1C(=O)N1CCN(C23CC4CC(CC(C4)C2)C3)CC1	0.0	-3	-10	3	-5	-1	-2	i	-6
C=CCNc1oc(-c2ccc(OC)cc2)nc1C#N	0.3	2	4	-2	-1	2	1	i	0
O=C(Cn1cc(-c2ccccn2)nn1)NS(=O)(=O)c1cccc(OC(F)F)c1	-0.3	-1	14	4	-8	1	-3	i	-5
Cc1c(C)c(C)c2[nH]c(=S)[nH]c2c1C	0.3	-1	2	-98	1	-11	-5	i	-5
CN(C)S(=O)(=O)c1ccc(C(=O)NCCN2C(=O)S/C(=C\c3cccnc3)C2=O)cc1	0.8	6	-5	18	-2	-1	-2	i	0
